PKA-R1A activ: activators of PKA-R1A holoenzyme, primary screen, biochemical, fluorescence polarization, Cy5-IP20, bovine R1A, mouse PKAc; hit rate 0.083% among 340,000; PKA-R1A dissociation; scaled: DMSO 0%, 113 µM cGMP 100%; AID 504707, 2011; activation, % at 11.4 µM; cAMP-dependent protein kinase type I-alpha regulatory subunit (Bos taurus) + …;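 active = percent activation above the mean of all tested compounds plus 3 SD, cut at about 19% in these data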;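 note: higher means more PKAc released from R1A so a rise in polarization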
CDK5 p35 inh: inhibitors of human CDK5/p35 kinase, primary screen, biochemical, single concentration; Cyclin-dependent kinase 5 (Homo sapiens) + Cyclin-dependent kinase 5 activator 1 (Homo …; Recombinant CDK5/p35, ADP-Glo luminescence, 60 min; inhibition, % at 10 µM; hit rate 0.01% among 330,000;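 active = highest replicate inhibition of at least 50% and at least 75% of replicates reaching 50%; inconclusive = only one of the two criteria met; inactive = both criteria failed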;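 note: plate controls were DMSO neutral control for no effect and GW8510 at 10 µM for full effect; many of its hits are not listed in these tables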
Target sequence (Q00535 whole entry, looked up): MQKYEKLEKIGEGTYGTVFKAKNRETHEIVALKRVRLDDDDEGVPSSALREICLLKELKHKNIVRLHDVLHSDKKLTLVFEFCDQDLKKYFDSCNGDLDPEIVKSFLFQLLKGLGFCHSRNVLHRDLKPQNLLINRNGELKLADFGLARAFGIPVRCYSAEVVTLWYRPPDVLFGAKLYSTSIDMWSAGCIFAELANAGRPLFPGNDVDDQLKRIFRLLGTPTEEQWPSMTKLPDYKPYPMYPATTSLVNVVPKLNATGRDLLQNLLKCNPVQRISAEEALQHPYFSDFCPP
Target sequence (Q15078 whole entry, looked up): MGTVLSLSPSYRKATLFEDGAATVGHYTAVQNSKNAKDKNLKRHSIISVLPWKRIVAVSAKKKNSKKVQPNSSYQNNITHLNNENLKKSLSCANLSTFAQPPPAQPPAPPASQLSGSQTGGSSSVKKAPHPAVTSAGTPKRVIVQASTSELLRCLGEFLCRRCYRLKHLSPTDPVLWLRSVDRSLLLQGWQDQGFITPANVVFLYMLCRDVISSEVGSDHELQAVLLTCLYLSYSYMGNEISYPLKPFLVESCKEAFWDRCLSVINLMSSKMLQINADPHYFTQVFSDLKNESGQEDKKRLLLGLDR
SR-BI DiI inh: inhibitors of SR-BI mediated HDL lipid uptake, primary screen, ldlA[mSR-BI] cells, fluorescence, single point | Scavenger receptor class B member 1 (Mus musculus), Q61009 | ldlA[mSR-BI] CHO cells, DiI-HDL uptake fluorescence, 3 h | inhibition, % at 12.5 µM | hit rate 0.96% among 320,000;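 active = mean replicate inhibition of at least 70% and a set share of replicates each scoring 70 or more; inconclusive = meets just one of the two criteria; inactive = fails both criteria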;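 note: 0% = median of neutral control wells and 100% = median of positive control wells; values of inactives mirror those of a sister screen read the other way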
DSG3 Ab inh: inhibitors of pemphigus antibody binding to DSG3, primary screen, biochemical, bead-based, flow cytometry, scFv-GFP; Desmoglein-3 (Homo sapiens), P32926; DSG3-coupled beads, scFv-anti-DSG3-GFP binding; active compounds read low; binding (percent of control), % at 10 µM; hit rate 0.48% among 310,000; AID 588358, 2011;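 active = binding more than 3 SD below its plate's average and above zero; inconclusive = below that plate limit but binding exactly zero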;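 note: hits lower antibody fragment binding to DSG3; some compounds called inactive have numbers as strong as hits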
PKA-R2B act: activators of PKA-R2B holoenzyme, primary screen, biochemical, fluorescence polarization, Cy5-IP20, human. cAMP-dependent protein kinase catalytic subunit beta (Homo sapiens) + cAMP-dependent …. PKA-R2B holoenzyme dissociation; R2B truncated from residue 108, S112A mutant; 0% DMSO only, 100% 113 µM cGMP. activation, % at 11.4 µM. hit rate 0.079% among 340,000. AID 504700, 2011;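 active = activation above a cutoff set at the mean over all compounds plus 3 SD, cut at about 18% in these data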;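 note: higher means more holoenzyme dissociation and a rise in polarization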
NSD2 HMT inh: NSD2 histone methyltransferase inhibitors, primary screen, biochemical, AlphaScreen, single concentration, set 2; AID 743445, 2014; NSD2 peptide methylation, 120 min; hit rate 0.54% among 310,000; inhibition, % at 12.5 µM; in the data active = inhibition above about 50%
SUMO Mot1 rescue: yeast Mot1-301 growth rescue at high temperature, primary screen, SUMOylation pathway inhibitor project, S. cerevisiae, ATP luminescence, 38.5C. S. cerevisiae Mot1-301 growth rescue; percent above DMSO median, 100 means doubled. hit rate 1% among 320,000. growth rescue, % at 18.8 µM;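 active = every valid replicate shows activation above 250% relative to neutral control wells; inactive = the rest, any valid replicate at or below 250%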;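 note: OY570 slx delta 5 strain wells were the positive control but not used for scaling; some compounds called inactive have numbers as strong as hits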
dFosB act: activators of delta FosB homodimer, primary screen, biochemical, fluorescence polarization, TAMRA-CDK5 oligo, single point. purified delta FosB; percent of positive-control signal above neutral wells. activation, % at 25 µM. hit rate 0.99% among 340,000. AID 493131, 2011;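 active = mean activation above about 17%, with every replicate also reaching it, limit read from the data, passing the limit was not always enough; inconclusive = only one of the two conditions met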;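 note: fluorescence polarization rise as delta FosB binds a TAMRA Cdk5 AP-1 oligo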
Target sequence (P13346 whole entry, looked up): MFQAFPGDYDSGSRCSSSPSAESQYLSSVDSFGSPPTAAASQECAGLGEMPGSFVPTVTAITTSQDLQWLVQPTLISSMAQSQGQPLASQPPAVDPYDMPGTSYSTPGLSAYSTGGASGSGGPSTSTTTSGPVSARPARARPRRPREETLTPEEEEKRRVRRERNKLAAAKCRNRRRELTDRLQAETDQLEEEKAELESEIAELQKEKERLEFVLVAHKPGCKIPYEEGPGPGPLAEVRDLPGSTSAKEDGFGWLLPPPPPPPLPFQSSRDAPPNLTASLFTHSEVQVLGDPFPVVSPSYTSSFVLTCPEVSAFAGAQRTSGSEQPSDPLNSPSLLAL
Arrestin-AP2 inh: inhibitors of beta-arrestin/AP2 binding, primary screen, biochemical, GPCR trafficking, flow cytometry | beta-arrestin 1 C-terminal peptide binding to AP2 beta2-adaptin appendage (human) | FITC-arrestin peptide / GST-AP2 beads; AP2 beta2 appendage carries R879A mutation | inhibition, % at 10 µM | hit rate 0.31% among 340,000 | AID 504490, 2011;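 active = inhibition above a set limit, near 3 SD of compounds lacking own fluorescence, cut at about 54% in these data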;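 note: plate controls were DMSO wells for no effect and 5 µM unlabelled arrestin peptide for full effect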
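Measured by: flow cytometry, FL1 (488/535 nm); Material: AP2 appendage R879A on GSH beads; Evaluation: percent response; Timing: pre-incubation 12 min, peptide binding 1 h, room temperature; Also added: 50 nM FITC-arrestin peptide; Medium: PBS with 0.05% Tween 20 and 0.1% BSA.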
MITF TRPM1 HTS: activators of MITF-driven TRPM1 promoter reporter, primary screen, cell-based, SK-MEL-5, luciferase, single point. SK-MEL-5 TRPM1-promoter luciferase, 24 h; % of positive control, neutral wells = 0. activation, % at 12.5 µM. hit rate 0.75% among 300,000. AID 588334, 2011;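 active = mean activation of at least 80% with every replicate also reaching 80%; inconclusive = mean reaches 80% but some replicate falls short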;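 note: 0% = neutral control wells and 100% = parthenolide positive control wells; values of inactives mirror those of a sister screen read the other way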
SR-BI DiI-HDL act: activators of SR-BI mediated DiI-HDL uptake, primary screen, ldlA[mSR-BI] CHO cells, DiI fluorescence. hit rate 0.096% among 320,000. 3 h; 100 = double the neutral-control signal. AID 504775, 2011. activation, % at 12.5 µM;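 active = mean replicate activation of at least 60% and every replicate at or above 60%; inconclusive = mean or all-replicate condition met, but not both; inactive = mean below 60% and not all replicates reaching 60%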;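 note: 0% = median plate neutral-control signal and 100% = twice that signal; values of inactives mirror those of a sister screen read the other way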
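Test system: SR-BI-overexpressing, LDLR-lacking CHO cells. Measured by: DiI fluorescence, bottom read. Medium: Ham's F12 with 0.5% BSA, HEPES 25 mM, pH 7.4. Timing: 3 h uptake period with compound, 37 °C.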
The depositor's hits bear a star.

O=C(NCC1CCCO1)c1nc2c(nnn2Cc2ccccc2Cl)c(=O)[nH]1 (centres undefined) was read as PKA-R1A activ 2.3, CDK5 p35 inh -5.7, SR-BI DiI inh -5.8, DSG3 Ab inh 100.7, PKA-R2B act -5.1, NSD2 HMT inh -0.9, SUMO Mot1 rescue -11.1, dFosB act -6.1, Arrestin-AP2 inh 4.8, MITF TRPM1 HTS -5.1 and SR-BI DiI-HDL act 5.8.
Cc1cccc(-n2nnc(C(=O)NCc3ccccn3)c2N)c1 was read as PKA-R1A activ 9.0, SR-BI DiI inh 1.1, PKA-R2B act 9.8, NSD2 HMT inh -2.6, SUMO Mot1 rescue -0.1, dFosB act -9.6, Arrestin-AP2 inh 4.9, MITF TRPM1 HTS 19.9 and SR-BI DiI-HDL act -1.1.
`N#C/C(=N\Nc1cccc(F)c1)C(=N)N1CCCCCC1` gave PKA-R1A activ -11.0, CDK5 p35 inh 0.8, SR-BI DiI inh 6.5, DSG3 Ab inh 100.3, PKA-R2B act -8.1, NSD2 HMT inh 6.1, SUMO Mot1 rescue 605.3*, dFosB act 9.1, Arrestin-AP2 inh 2.7, MITF TRPM1 HTS inconclusive and SR-BI DiI-HDL act -6.5.
For COc1ccc(Cl)cc1NC(=O)CN(C)C(=O)COc1ccccc1F the results were PKA-R1A activ -19.3, CDK5 p35 inh -1.4, SR-BI DiI inh 3.2, DSG3 Ab inh 111.7, PKA-R2B act -4.6, NSD2 HMT inh -4.1, dFosB act -12.8, Arrestin-AP2 inh 1.9, MITF TRPM1 HTS -6.6 and SR-BI DiI-HDL act -3.2.
Screening O=C(Nc1ccc(N2CCN(C(=O)c3ccccc3)CC2)c(Cl)c1)c1ncn[nH]1 returned PKA-R1A activ 6.0, CDK5 p35 inh 2.2, SR-BI DiI inh -11.6, DSG3 Ab inh 101.9, PKA-R2B act 3.5, NSD2 HMT inh 2.0, SUMO Mot1 rescue 12.9, dFosB act -6.4, Arrestin-AP2 inh -2.0, MITF TRPM1 HTS -4.7 and SR-BI DiI-HDL act 11.6.
COc1ccccc1-c1ccc(SCC(=O)NCCc2ccccc2)nn1 was read as PKA-R1A activ 4.6, CDK5 p35 inh -4.3, SR-BI DiI inh 5.9, DSG3 Ab inh 107.3, PKA-R2B act -8.7, NSD2 HMT inh 13.1, SUMO Mot1 rescue -6.9, dFosB act -16.6, Arrestin-AP2 inh 1.2, MITF TRPM1 HTS -1.3 and SR-BI DiI-HDL act -5.9.
For Cc1ccc(NC(=O)C2CCC(=O)N2C(=O)OCc2ccccc2)cc1 (centres undefined) the results were PKA-R1A activ 0.3, CDK5 p35 inh -1.5, PKA-R2B act -3.0, NSD2 HMT inh 4.3, SUMO Mot1 rescue -20.5, dFosB act -5.5, Arrestin-AP2 inh 23.6 and MITF TRPM1 HTS -9.1.
COc1ccc(NS(=O)(=O)c2ccc(NC(=O)c3ccc(Br)cc3)cc2)nn1 was read as PKA-R1A activ 1.8, CDK5 p35 inh -2.3, SR-BI DiI inh -10.0, DSG3 Ab inh 97.3, PKA-R2B act 2.4, SUMO Mot1 rescue 6.7, dFosB act -9.1, Arrestin-AP2 inh 4.7, MITF TRPM1 HTS -4.9 and SR-BI DiI-HDL act 10.0.
`COc1cccc(C(=O)Nc2cc(S(=O)(=O)N3CCOCC3)ccc2N2CCOCC2)c1` gave PKA-R1A activ 4.7, CDK5 p35 inh 0.9, SR-BI DiI inh 40.5, DSG3 Ab inh 98.2, PKA-R2B act -9.4, NSD2 HMT inh 36.2, dFosB act -7.5, Arrestin-AP2 inh 18.5, MITF TRPM1 HTS 13.3 and SR-BI DiI-HDL act -40.5.
O=C(COC(=O)/C=C/c1ccc(OC(F)F)cc1)NC1CCCC1 was read as PKA-R1A activ 15.2, CDK5 p35 inh -0.4, SR-BI DiI inh -2.3, DSG3 Ab inh 96.0, PKA-R2B act 2.4, NSD2 HMT inh 14.3, SUMO Mot1 rescue 1.8, dFosB act 0.1, Arrestin-AP2 inh 6.8, MITF TRPM1 HTS 4.4 and SR-BI DiI-HDL act 2.3.
`Cc1nc(NC(=O)CCCC(=O)Nc2nc(C)c(C)s2)sc1C` gave PKA-R1A activ 0.1, CDK5 p35 inh 2.6, SR-BI DiI inh 0.4, DSG3 Ab inh 98.3, PKA-R2B act 4.4, NSD2 HMT inh 1.5, SUMO Mot1 rescue 2.5, dFosB act -3.1, Arrestin-AP2 inh 2.9, MITF TRPM1 HTS -0.5 and SR-BI DiI-HDL act -0.4.
CCOC(=O)CC1OC(=O)c2cc3c(cc21)C(=O)OC3CC(=O)OCC (centres undefined) was read as PKA-R1A activ -1.8, CDK5 p35 inh 0.8, SR-BI DiI inh -13.5, DSG3 Ab inh 102.6, PKA-R2B act 0.7, NSD2 HMT inh -0.6, SUMO Mot1 rescue 6.4, dFosB act -4.0, Arrestin-AP2 inh -0.6, MITF TRPM1 HTS -1.3 and SR-BI DiI-HDL act 13.5.
`O=C(O)c1cccc(S(=O)(=O)N2CCCC(c3nc4c(nnn4Cc4ccccc4Cl)c(=O)[nH]3)C2)c1` (centres undefined) gave PKA-R1A activ -7.8, CDK5 p35 inh -1.8, SR-BI DiI inh 19.2, DSG3 Ab inh 90.9, PKA-R2B act -5.9, NSD2 HMT inh 8.6, SUMO Mot1 rescue 2.8, dFosB act -4.7, Arrestin-AP2 inh 12.9, MITF TRPM1 HTS 4.9 and SR-BI DiI-HDL act -19.2.
For CCC(C)N1CCN(C(=O)C2CCN(S(=O)(=O)c3c(C)noc3/C=C/c3ccco3)CC2)CC1 (centres undefined) the results were PKA-R1A activ -12.9, CDK5 p35 inh 2.7, SR-BI DiI inh 7.4, DSG3 Ab inh 115.5, PKA-R2B act -2.4, NSD2 HMT inh 13.6, SUMO Mot1 rescue -5.4, dFosB act -15.4, Arrestin-AP2 inh -3.9, MITF TRPM1 HTS -34.7 and SR-BI DiI-HDL act -7.4.
For COc1ccc(C2C(=O)c3ccccc3C2=O)cc1OC the results were PKA-R1A activ -8.7, CDK5 p35 inh -0.1, SR-BI DiI inh -19.2, DSG3 Ab inh 89.2, PKA-R2B act 7.0, NSD2 HMT inh -2.7, SUMO Mot1 rescue -0.4, dFosB act -2.2, Arrestin-AP2 inh 60.9*, MITF TRPM1 HTS 30.9 and SR-BI DiI-HDL act 19.2.
For CCOCCCNC(=O)CN1CCN(Cc2ccc(Cl)cc2)C1=O the results were PKA-R1A activ -4.3, CDK5 p35 inh 0.6, SR-BI DiI inh 2.7, DSG3 Ab inh 91.6, PKA-R2B act -14.5, NSD2 HMT inh -5.2, SUMO Mot1 rescue 20.0, dFosB act 0.9, Arrestin-AP2 inh 9.8, MITF TRPM1 HTS -8.8 and SR-BI DiI-HDL act -2.7.
Screening CCC(=O)NC(=S)Nc1ccc(NC(=O)c2ccc([N+](=O)[O-])cc2Cl)cc1 returned PKA-R1A activ -1.1, CDK5 p35 inh -1.0, SR-BI DiI inh -8.4, DSG3 Ab inh 98.4, PKA-R2B act -1.4, NSD2 HMT inh -1.1, SUMO Mot1 rescue -13.6, dFosB act -7.5, Arrestin-AP2 inh 15.4, MITF TRPM1 HTS 6.0 and SR-BI DiI-HDL act 8.4.
For Cn1nccc1C(=O)N1CCCC(Nc2ccc(F)cc2)C1 (centres undefined) the results were PKA-R1A activ -14.8, CDK5 p35 inh 2.1, SR-BI DiI inh -6.8, DSG3 Ab inh 107.7, PKA-R2B act -12.0, NSD2 HMT inh 0.2, SUMO Mot1 rescue -0.6, dFosB act -9.1, Arrestin-AP2 inh 18.4, MITF TRPM1 HTS -14.4 and SR-BI DiI-HDL act 6.8.
Screening O=C(COc1ccc(Cl)cc1)Nc1nc(-c2cccs2)cs1 returned PKA-R1A activ -5.9, CDK5 p35 inh 1.5, SR-BI DiI inh 12.8, DSG3 Ab inh 97.0, PKA-R2B act 7.2, NSD2 HMT inh -2.7, SUMO Mot1 rescue 2.2, dFosB act -3.4, Arrestin-AP2 inh 28.5, MITF TRPM1 HTS 10.2 and SR-BI DiI-HDL act -12.8.
For Cc1nn(Cc2cccc(C(=O)Nc3ccn(Cc4ccccc4)n3)c2)c(C)c1[N+](=O)[O-] the results were PKA-R1A activ -11.2, CDK5 p35 inh 0.7, SR-BI DiI inh 49.6, DSG3 Ab inh 98.1, PKA-R2B act -3.9, NSD2 HMT inh 0.5, SUMO Mot1 rescue 16.1, dFosB act -4.2, Arrestin-AP2 inh 10.4, MITF TRPM1 HTS -5.5 and SR-BI DiI-HDL act -49.6.
Cc1ccccc1NC(=O)CSc1nnc(-c2ccco2)n1N was read as PKA-R1A activ -3.2, CDK5 p35 inh 0.3, SR-BI DiI inh -3.7, DSG3 Ab inh 107.3, PKA-R2B act -1.6, NSD2 HMT inh -1.1, SUMO Mot1 rescue 7.1, dFosB act -3.3, Arrestin-AP2 inh -12.0, MITF TRPM1 HTS 1.2 and SR-BI DiI-HDL act 3.7.
`CCCCn1c(-c2cccs2)nc2oc3ccccc3c(=O)c2c1=O` gave PKA-R1A activ 2.4, CDK5 p35 inh -2.0, SR-BI DiI inh 12.9, PKA-R2B act -4.0, NSD2 HMT inh -0.9, SUMO Mot1 rescue -9.2, dFosB act -29.8, Arrestin-AP2 inh -9.6 and SR-BI DiI-HDL act -12.9.
Screening Cc1nn(-c2cc(C(F)(F)F)ccc2Cl)c2nc(C(Cl)(Cl)Cl)[nH]c(=O)c12 returned PKA-R1A activ -1.1, CDK5 p35 inh 0.5, DSG3 Ab inh 102.0, PKA-R2B act -3.2, NSD2 HMT inh -1.4, SUMO Mot1 rescue 181.9, dFosB act -6.9, Arrestin-AP2 inh 47.0 and MITF TRPM1 HTS -5.9.

Screening data deposited in PubChem by several laboratories.

Hits appear at their usual frequency, and some 4.7% of all compounds hit somewhere here.
